Epigenetic derep – derepresses silenced GFP reporter in murine cells; 280,000 tested, 0.2% active; Potency, µM (highest dose often 53.9 µM), for the others: at the top dose GFP activation, most hits filed as activators; murine LDR cells, GFP reporter derepression, 30 h; active means well fitted activation curve with a large enough effect; inconclusive means small, poorly fitted or top-dose-only effect; further: % of control where 0% means no effect; nearly all actives have a fitted effect of over 60% in size
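Murine LDR cells bearing a silenced CMV-driven GFP reporter were exposed to compound for 30 h at 37 C. After PBS washes, GFP-positive cells (20-120 um objects) counted by laser-scanning microplate cytometry.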
Active calls of the source: *; ? = inconclusive. Potency means the concentration at half of the fitted maximal effect.

SMILES,Epigenetic derep
CCc1ccc(S(=O)(=O)NCc2cccn2Cc2cccc(C)c2)cc1,-3.5%
COc1ccc(NC(=O)c2c(NCc3sccc3C)sc3c2CCCCC3)c(OC)c1,4.3%
Cc1c(C(=O)N2CCCC2)oc2c1-c1nn(CC(=O)NCc3ccccc3F)cc1CC2,-2.4%
Cc1ccc(N(C)C(=O)Cn2ncc3c([nH]c4ccccc43)c2=O)cc1C,-1.2%
Cc1cc(C)n(C(C)CC(=O)Nc2cccc(C(F)(F)F)c2)n1 (stereo not drawn),0.0%
CC1CCN(S(=O)(=O)c2ccc3c(c2)N(C)C(=O)CC(=O)N3C)CC1,-1.0%
COc1ccc2c(c1)c1c(c(=O)n(Cc3ccccc3)c(=O)n1CC(=O)NCc1ccc(C)cc1)n2C,4.5%
C=CCc1cccc2cc(-c3nc4ccc(C(=O)O)cc4[nH]3)c(=O)oc12,-1.3%

SMILES,Epigenetic derep
CCOc1cc(-c2nnc(SCC(=O)NC3CCCCC3)nc2-c2ccc(OC)c(OCC)c2)ccc1OC,3.9%
Cn1c(=O)oc2cc(S(=O)(=O)CCC(=O)NCc3ccc(Cl)cc3)ccc21,-1.3%
CCCCN1C(=O)CN(C2CCCCCC2)C(=O)C1c1ccc(OC(C)C)c(OC)c1 (stereo not drawn),2.7%
O=S(=O)(c1ccc2nc(Nc3ccc(Br)cc3F)ccc2c1)N1CCCC1,15.2%
CC(=O)c1ccc(NC(=O)c2cn3c4c(ccc(Cl)c4c2=O)OC(C)C3)cc1 (stereo not drawn),2.5%
COc1ccc(CN2CCCN(CC(=O)Nc3ccc(Br)cc3F)S2(=O)=O)cc1,-4.1%
CCOc1cc(C(=O)N2CCC(c3ccncc3)CC2)cc(OCC)c1OCC,-2.5%
COc1ccc2c(c1)C=C(C(=O)NCc1cc(Br)ccc1OC)CO2,2.5%

A few values from above:
`COc1ccc(CN2CCCN(CC(=O)Nc3ccc(Br)cc3F)S2(=O)=O)cc1` in Epigenetic derep reads -4.1%
`COc1ccc2c(c1)C=C(C(=O)NCc1cc(Br)ccc1OC)CO2` in Epigenetic derep reads 2.5%

Remaining list, next part
SMILES,Epigenetic derep
Cc1cccc(NC(=O)CSc2nc(-c3ccccc3)cc(=O)[nH]2)c1C,-0.2%
O=S(=O)(Nc1cccc(-c2ccc(N3CCCCCC3)nn2)c1)c1cccc(F)c1,1.7%
COc1ccc(C2C(=O)N(C3CCCCC3)CC(=O)N2CCc2ccc(OC)c(OC)c2)cc1 (stereo not drawn),3.5%
CCOC(=O)N1CCC(NC(=O)c2cnn(-c3cccc(Cl)c3C)c2C2CCN(C(=O)OC(C)(C)C)CC2)CC1,-0.4%
COc1ccc(Cn2c(C(=O)O)c(CNCc3ccco3)c3ccc(OC)cc32)cc1,5.2%
COC(=O)c1ccc(NC(=O)c2cc(S(=O)(=O)N3CCc4ccccc43)cn2C)cc1,0.0%
Cc1c(NC(=O)C(C)(C)C)cccc1-c1nc2ccccc2s1,-2.4%
CC(C)c1ccc(CNc2nc(-c3ccco3)nn2C(=O)c2ccc([N+](=O)[O-])cc2)cc1,-0.8%

SMILES,Epigenetic derep
Cc1ccc(N(C)S(=O)(=O)c2nnc(NC(=O)c3ccco3)s2)cc1,0.8%
CCc1cccc(NC(=O)CSC2=Nc3ccccc3N=C(c3ccc(F)cc3)C2)c1,0.0%
Cc1cccc(OCC(=O)Nc2nnc(S(=O)(=O)N3CCCCCC3)s2)c1,0.0%
Cc1ccc2c(c1)N(C(=O)NCc1ccccc1)CCO2,7.9%
COc1ccc(OC)c(S(=O)(=O)NCC(c2ccc(N(C)C)cc2)N2CCOCC2)c1 (stereo not drawn),-3.0%
Cc1ccc(S(=O)(=O)NCCc2nnc3ccc(SCC(=O)Nc4c(C)cc(C)cc4C)nn23)cc1,-0.6%
O=C(Cn1cc(SCc2cccc(C(F)(F)F)c2)c2ccccc21)N1CCCCCC1,1.4%
Fc1ccc(-c2nc(Nc3cccc(Cl)c3)nc3c2COc2ccccc2-3)cc1,-4.5%

SMILES,Epigenetic derep
COc1ccc(NC(=O)C2CCN(c3nc4ccccc4[nH]3)CC2)cc1OC,2.4%
COc1ccc(-n2cc(C(=O)Oc3cc(C)cc(C)c3)c3ccccc3c2=O)cc1,5.6%
CCCNS(=O)(=O)c1ccc2nc(NC(=O)c3ccc(F)cc3)sc2c1,-2.8%
Cc1cc(C)cc(NC(=O)c2sc3nc4n(c(=O)c3c2C)N=C(c2ccc(F)cc2)CS4)c1,-0.2%
O=C(Nc1ccc(Cl)cc1Cl)c1cc(S(=O)(=O)N2CCC3(CC2)OCCO3)ccc1F,3.2%
O=C(c1ccco1)N(Cc1cccs1)c1ccc(F)cc1,-1.6%
CCCNc1ncnc2c1c(-c1ccccc1)cn2-c1ccc(OCC)cc1,-0.1%
COc1ccc(OCC(=O)NCc2ccc3c(c2)CCN3C(=O)c2cccc(C)c2)cc1,0.0%

SMILES,Epigenetic derep
CCOC(=O)c1sc2ccccc2c1S(=O)(=O)Nc1c(C)cccc1C,0.8%
Cc1cccc(CNC(=O)c2ccc(Cn3c(SCc4ccccc4)nc4cccnc43)cc2)c1,-1.2%
CCc1ccccc1NC(=O)CCCn1c(=O)c2cccn2c2ccccc21,0.8%
COc1ccc(-n2nc3c(c2NC(=O)C(=O)N2CCN(C)CC2)CSC3)cc1,1.1%
CC(=O)c1cccc(NC(=O)C2=CC(c3ccc4c(c3)OCO4)=NS(=O)(=O)N2C)c1,-1.8%
COc1ccc(Cn2ccn(Cc3cccc(Cl)c3)c(=O)c2=O)cc1,3.7%
COc1cc(Nc2nc3c(S(=O)(=O)c4ccc(C)c(C)c4)nnn3c3ccsc23)cc(OC)c1,13.0%
COc1cc(OC)c(NC(=O)CSCc2nc(-c3ccc(OC)c(OC)c3)no2)cc1Cl,-1.2%

SMILES,Epigenetic derep
Cn1c(=O)oc2cc(S(=O)(=O)CCC(=O)N3CCN(c4cccc(Cl)c4)CC3)ccc21,-1.3%
CCN(CC)c1ccc(NC(=O)c2cnc3c(-c4ccccc4)c(C)nn3c2C)c(C)c1,0.8%
Cc1ccc(SCC(=O)Nc2ccc3oc(-c4cccc(Cl)c4)nc3c2)cc1,-3.2%
O=C(NCc1ccc(Cl)cc1)c1ccc2c(c1)NC(=O)C(CS(=O)(=O)Cc1ccccc1Cl)N2 (stereo not drawn),?
CCc1ccc(-n2nc(C)c3c(C)cc(=O)n(CC(=O)Nc4ccccc4C(=O)OC)c32)cc1,1.5%
COC(=O)c1ccc(NC(=O)N2CCN(c3nnc(C)c4c(C)n(-c5ccccc5)nc34)CC2)cc1,0.0%
O=S(=O)(NCCc1nnc2ccc(SCc3cccc(Cl)c3)nn12)c1ccccc1,8.9%
Fc1ccc(CNc2ncnc3c2c(-c2ccccc2)cn3-c2ccccc2)cc1,0.0%

SMILES,Epigenetic derep
COc1ccc(C(=O)NCC(c2cccs2)S(=O)(=O)c2ccc(F)c(C)c2)cc1 (stereo not drawn),1.1%
COc1ccc(CC(=O)N2CCc3c([nH]c4ccccc34)C2c2ccc(SC)cc2)cc1 (stereo not drawn),-2.8%
CCOc1ccc(Cn2c(CNS(=O)(=O)c3ccc(C(C)(C)C)cc3)nc3cccnc32)cc1,1.4%
COc1ccc(N2CCN(c3csc4ccccc4c3=O)CC2)cc1,-0.9%
CCC(C(=O)NCCc1ccc(Cl)cc1)n1ccc2cc(S(=O)(=O)N3CCCCC3)ccc21 (stereo not drawn),-1.6%
COc1ccc(OC)c(CNC(=O)c2cnc(N(C)C)nc2)c1,-3.4%
Cc1ccc(CN(C(=O)c2ccc(F)cc2)c2ccccn2)o1,1.6%
CCn1ccc2c(OCC(=O)NCc3ccc(F)cc3)cccc2c1=O,9.7%

Fetched one by one from above:
SMILES,Epigenetic derep
CCn1ccc2c(OCC(=O)NCc3ccc(F)cc3)cccc2c1=O,9.7%
CCOc1ccc(Cn2c(CNS(=O)(=O)c3ccc(C(C)(C)C)cc3)nc3cccnc32)cc1,1.4%

4 neighbouring entries from above:
SMILES,Epigenetic derep
CCOc1ccc(Cn2c(CNS(=O)(=O)c3ccc(C(C)(C)C)cc3)nc3cccnc32)cc1,1.4%
COc1ccc(N2CCN(c3csc4ccccc4c3=O)CC2)cc1,-0.9%
CCC(C(=O)NCCc1ccc(Cl)cc1)n1ccc2cc(S(=O)(=O)N3CCCCC3)ccc21 (stereo not drawn),-1.6%
COc1ccc(OC)c(CNC(=O)c2cnc(N(C)C)nc2)c1,-3.4%

The results go on:
SMILES,Epigenetic derep
CCOCCCNC(=O)Cn1cc2c(n1)-c1c(oc(C(=O)N3CCCC3)c1C)CC2,-2.1%
Cc1cccc(N2CCN(c3ncnc4c3nc3n4CCCCC3)CC2)c1C,-0.4%
N#Cc1c(NC(=O)c2cc3nc(-c4ccc(Br)cc4)cc(C(F)(F)F)n3n2)sc2c1CCCC2,-1.3%
Cc1cc(C)c(NC(=O)c2cc3c(=O)n4ccccc4nc3n2C)c(C)c1,2.2%
Cc1ccc(-n2c(=O)c3c(c4cc(C)ccc4n3C)n(CC(=O)Nc3c(C)cccc3C)c2=O)cc1,2.7%
CCn1ccc2c(OCC(=O)Nc3ccc(C)c(Cl)c3)cccc2c1=O,1.9%
Cc1ccccc1OCCSc1nnc(-c2ccc([N+](=O)[O-])cc2)o1,-1.6%
COc1ccc(CC(=O)Nc2cc(-c3nc4cccnc4s3)ccc2C)cc1,-0.2%

SMILES,Epigenetic derep
CCOc1ccccc1N(CC)C(=O)Nc1cn(C)c(=O)c2ccccc12,-1.2%
COc1ccc(CC(=O)NCCc2sc3nc(-c4ccc(OC)cc4)nn3c2C)cc1,-4.1%
Clc1ccc(N2CCN(c3ncnc4c3nc3n4CCCC3)CC2)cc1,-0.4%
COc1ccc(NC(=O)c2c(-c3ccc(C)cc3)nnc3ccccc23)cc1OC,4.7%
O=C(CSc1nccn1Cc1ccccc1)NCc1ccc(F)cc1,0.1%
Cc1cccc(N2CCN(C(=O)CN3CCSc4ccccc43)CC2C)c1 (stereo not drawn),0.0%
CC(=O)c1ccc(NC(=O)CSc2nccn2Cc2ccc3c(c2)OCO3)cc1,0.0%
COc1ccc(C)cc1NC(=O)C(=O)NCCc1sc(-c2ccc(Cl)cc2)nc1C,-1.7%

SMILES,Epigenetic derep
CC(C)(C)C1CCc2c(sc3nc(-c4cc5ccccc5oc4=O)[nH]c(=O)c23)C1 (stereo not drawn),2.8%
O=C(CSc1nc(=O)n(Cc2cccnc2)c2c1CCC2)Nc1ccc(F)cc1F,1.2%
Cc1c(-c2cccc(NC(=O)C(C)(C)C)c2)nc2ncccn12,0.8%
Cc1ccc(C2c3[nH]c4ccccc4c3CCN2C(=O)c2cccc(C)c2)cc1 (stereo not drawn),2.1%
CCn1c(=O)cc(SCC(=O)NCc2ccc(Cl)cc2)c2ccccc21,-0.5%
COc1ccc(C(=O)NC(c2ccc(Cl)cc2)c2cc(Cl)c3cccnc3c2O)cc1 (stereo not drawn),-1.1%
CCN(CC)CCCNC(=O)CN1N=C(c2ccccc2)CCC1=O,0.6%
Cc1ccc(NC(=O)c2cc3cc(C)ccc3n2C)cc1,-3.2%

SMILES,Epigenetic derep
Cc1nc(N2CCCC2)c2c(C(=O)N3CCN(c4cccc(C)c4C)CC3)c(C)oc2n1,-1.3%
COC(=O)c1ccc(NC(=O)CSc2cn(CC(=O)N3CCCCCC3)c3ccccc23)cc1,9.3%
O=C(NCc1ccccc1Cl)c1ccc2c(O)c(S(=O)(=O)c3ccccc3)c(=O)[nH]c2c1,-0.6%
COc1cn(CC(=O)Nc2cc(C)cc(C)c2)c(CN2CCCCC2)cc1=O,-1.3%
O=C(Nc1cccc(F)c1)c1ccc2oc(=O)n(Cc3ccccc3)c2c1,-5.3%
O=C(NCc1cccs1)c1ccc2c(c1)sc1nc(-c3ccc(F)cc3)cn12,0.0%
CCOc1ccc(CCNC(=O)c2c(C)oc3ncn(CC(C)C)c(=O)c23)cc1,-1.3%
Cn1c(=O)n(C)c2cc(NS(=O)(=O)c3ccccc3)c(NCc3ccccc3)cc21,1.1%

SMILES,Epigenetic derep
Cc1ccc(S(=O)(=O)Nc2ccc3c(c2)CCCN3C(=O)c2cccs2)cc1C,-5.1%
CCCN(c1ccccc1CC)S(=O)(=O)c1ccc2c(c1)CC(C)N2C(=O)C1CC1 (stereo not drawn),-1.6%
COC(=O)c1ccc2c(c1)N(Cc1ccc(Cl)cc1)C(=O)c1ccccc1S2,-0.9%
Cc1ccc(-n2nc(C(=O)N3CCN(c4cc(Cl)ccc4C)CC3)c(=O)n(C)c2=O)cc1,0.0%
COc1ccc2c(c1)c1c(c(=O)n(CCc3ccccc3)c(=O)n1Cc1cccc(F)c1)n2C,-5.5%
COc1cc(-c2nnc(SCC(=O)Oc3ccc(C)cc3C)o2)cc(OC)c1OC,-0.4%
COCCNC(=O)c1ccc(NC(=O)N2CCCCc3ccccc32)cc1,1.1%
CCCN(CCC)C(=O)c1c[nH]c2ccc(S(=O)(=O)N(C)c3ccc(OCC)cc3)cc2c1=O,-1.1%

SMILES,Epigenetic derep
O=S(=O)(c1ccccc1)c1nnn2c1nc(NCc1ccccc1)c1sccc12,1.8%
CC(C)c1ccc(NS(=O)(=O)c2ccc3[nH]cc(C(=O)NCCc4ccccc4)c(=O)c3c2)cc1,-1.1%
Cc1ccc2c(c1)c1c(c(=O)n(-c3ccccc3C)c(=O)n1CC(=O)NCC1CCCO1)n2C (stereo not drawn),-0.9%
Cc1cccc(NC(=O)CSc2nc3c([nH]c4ccccc43)c(=O)n2-c2ccc(F)cc2)c1C,4.2%
O=C(/C=C/c1ccccc1)N1CCN(Cc2cc(=O)n3nc(-c4ccccc4)sc3n2)CC1,-3.4%
Cc1ccc(OCC(=O)Nc2ccc3nc(SCC(=O)N4CCCC4)sc3c2)cc1C,11.3%
COc1ccccc1C(=O)Nc1nnc(SCc2cc(=O)c3cc(Cl)ccc3[nH]2)s1,0.9%

An excerpt. The share of hits here may be higher or lower than overall.
